L929 necroptosis – blocks zVAD induced death of L929 cells; L929 zVAD necroptosis rescue, ATP luminescence, 24 h; with zVAD 60 µM; viability rescue, % at 10 µM; 220,000 tested, 0.38% active; AID 1377;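 active = activation, scaled between plate controls, above about 75%, limit read from the data; inactive = activation under that limit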;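 note: 0% = zVAD with DMSO and 100% = DMSO alone without zVAD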
MDM2 E3 inh – inhibitors of human Mdm2 E3 ubiquitin ligase. cell-based MDM2 ubiquitination luciferase reporter, 2 h; 0 = plate control, 100 = twice control, blank-subtracted. signal enhancement, % at 5 µM. 210,000 tested, 0.11% active;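 active = signal enhancement of 30% or more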;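 note: luminescence tracks abundance of the self-degrading MDM2-luciferase fusion protein; higher signal means inhibition of MDM2 E3 ligase activity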
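Material: stable MDM2–luciferase fusion reporter cells / Quantity: 2000 cells/well / Dosing: single 5 µM compound dose, 0.2% final DMSO / Buffer or medium: DMEM / Schedule: 4 h cell settling then 2 h compound exposure, 37 °C / Detection: luminescence with SteadyLite reagent, 15 min at room temperature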
eIF4E 4G PPI – blocks eIF4E binding to eIF4G. TR-FRET eIF4E-eIF4GI(517-606) binding, 2 h. inhibition, % at 21.7 µM. 220,000 tested, 0.37% active;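 active = inhibition above about 30%, limit read from the data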;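 note: 0% = full FRET control wells and 100% = background wells lacking eIF4GI fragment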
EBV gp42 inh – inhibitors of Epstein-Barr virus glycoprotein 42 | inhibition, % (tested at 21.74 µM) | Fluorescence polarization binding assay, mP read-out | 220,000 tested, 0.42% active | AID 1085 | Q1HVG2; in the data active = inhibition above about 50%
TNF necrop inh – blocks TNF-alpha induced death of Jurkat FADD-/- cells; Jurkat FADD-/- TNF necroptosis rescue, ATP luminescence, 24 h; 0 = TNF only, 100 = no-TNF cells; AID 463075; 220,000 tested, 0.068% active; activation (protection from cell death), % at 10 µM;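 active = activation, meaning protection from cell death, of at least 50% relative to plate controls; inactive = activation below 50%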;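 note: necroptosis triggered by 40 ng/mL TNF-alpha added together with compound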
KCC2 mod – modulates chloride dependent transport by human KCC2; Q9H2X9; KCC2 cells, thallium flux FluoZin-2 fluorescence; B-score of Tl+ flux slope (higher = more flux/activation; lower = inhibition) at 10 µM; 190,000 tested, 2.2% active;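 active = thallium flux slope and its plate-corrected score both differing from the plate sample mean at a set confidence after two filtering rounds, in either direction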;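 note: slope of fluorescence scaled to starting intensity during 10 to 20 s after thallium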
PERK inhibitor – human PERK inhibition, primary cell-based screen; CHO PERK-DD fusion, SEAP luminescence translation reporter; inhibition, % at 5.6 µM; Q9NZJ5; 220,000 tested, 0.17% active; AID 1416;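 active = inhibition above the mean inhibition of all tested compounds plus 3 SD, set separately per screening campaign, cut at about 2.9% in these data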;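 note: PERK kinase domain activated by AP20187 dimerizer at 100 nM; 0% = DMSO with dimerizer and 100% = rapamycin at 8.4 µM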
Target sequence (Q9NZJ5 whole entry, looked up, the tested form may be a part): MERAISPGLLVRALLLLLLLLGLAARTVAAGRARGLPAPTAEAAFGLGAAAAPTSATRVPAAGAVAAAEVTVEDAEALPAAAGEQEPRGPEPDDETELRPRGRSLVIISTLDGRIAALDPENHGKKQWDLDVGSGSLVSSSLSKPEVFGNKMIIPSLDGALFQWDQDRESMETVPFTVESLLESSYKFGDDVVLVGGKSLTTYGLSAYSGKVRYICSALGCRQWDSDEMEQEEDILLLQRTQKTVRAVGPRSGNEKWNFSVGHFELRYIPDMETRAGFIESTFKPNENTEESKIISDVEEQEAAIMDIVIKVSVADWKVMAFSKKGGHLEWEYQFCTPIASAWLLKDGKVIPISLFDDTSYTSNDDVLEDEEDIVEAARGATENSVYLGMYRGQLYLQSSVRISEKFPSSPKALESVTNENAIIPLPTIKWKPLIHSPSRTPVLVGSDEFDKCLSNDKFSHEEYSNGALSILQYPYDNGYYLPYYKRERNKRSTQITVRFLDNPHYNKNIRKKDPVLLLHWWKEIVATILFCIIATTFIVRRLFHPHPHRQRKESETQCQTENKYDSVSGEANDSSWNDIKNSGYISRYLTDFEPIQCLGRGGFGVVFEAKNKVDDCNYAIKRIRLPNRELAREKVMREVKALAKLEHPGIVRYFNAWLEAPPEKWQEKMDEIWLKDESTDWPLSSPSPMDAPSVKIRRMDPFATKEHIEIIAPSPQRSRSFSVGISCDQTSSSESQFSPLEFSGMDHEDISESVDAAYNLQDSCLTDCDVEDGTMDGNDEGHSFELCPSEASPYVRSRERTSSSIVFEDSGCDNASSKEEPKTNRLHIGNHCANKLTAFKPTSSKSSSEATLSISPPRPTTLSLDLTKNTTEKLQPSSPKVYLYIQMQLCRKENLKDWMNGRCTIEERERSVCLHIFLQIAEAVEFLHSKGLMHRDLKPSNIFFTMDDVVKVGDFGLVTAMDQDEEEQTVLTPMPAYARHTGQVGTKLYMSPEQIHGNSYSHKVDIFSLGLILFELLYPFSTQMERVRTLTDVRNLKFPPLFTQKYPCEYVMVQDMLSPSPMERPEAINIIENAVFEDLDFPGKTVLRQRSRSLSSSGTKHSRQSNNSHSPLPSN
Rad51 HR inh – blocks human Rad51 in homologous recombination | Q06609 | 200,000 tested, 0.085% active | hRad51 DNA strand exchange, fluorescence dequenching | inhibition, % at 10 µM | AID 1385;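 active = inhibition above 40% at the single screening dose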;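 note: 0% = DMSO control wells and 100% = blanks with heterologous ssDNA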
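Test system – preformed human Rad51 ssDNA filaments · Reagent – Donor/quencher-labelled 47-bp dsDNA substrate · Incubation – 37 °C 15-min filament assembly, 30-min compound preincubation, 15-min exchange · Signal – FRET fluorescence dequenching, excitation 485 nm, emission 520 nm · Read-out – percent inhibition from fluorescence, normalised to plate control and blank means · Benchmarks – plate control and blank wells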
m-calpain inh – blocks pig calpain II enzyme activity; purified calpain II, fluorogenic peptide substrate, 30 min; inhibition, % at 16 µM; 220,000 tested, 0.37% active; AID 1236;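 active = inhibition above about 50%, limit read from the data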
* marks the source's active call; other numbers are inactive results; i = inactive; nt = not tested or not shown; [ ] = another dose, or the depositor's remark. Hits appear at their usual frequency; overall some 3.6% were active at least once.

SMILES	L929 necroptosis	MDM2 E3 inh	eIF4E 4G PPI	EBV gp42 inh	TNF necrop inh	KCC2 mod	PERK inhibitor	Rad51 HR inh	m-calpain inh
COc1ccc(-c2cn[nH]c2C)cc1	1.5	-13	2	-5	-4.5	1	-0.1	-2	-19
COc1ccc(CCNc2nc(=O)[nH]nc2C)cc1OC	1.3	-19	5	-7	0.6	nt	1.7	2	12
COc1ccc(CNc2ccc3c(c2)ncn3-c2ccccc2OC)cc1	0.6	13	6	1	1.2	-1.2	-0.6	5	29
CN(CC(=O)NCc1cccnc1)S(=O)(=O)c1ccccc1	0.2	5	2	-7	0.9	1.2	0.9	3	6
COC(=O)c1ccccc1NC(=O)CN1CCN(c2ccccn2)CC1	2.4	-10	2	-18	0.1	-1.2	-0.5	35	-193
COc1cccc(-c2nnn(CC(C)=O)n2)c1	-0.5	-8	6	-17	-1.8	-0.065	1.2	6	-19
CS(=O)(=O)N1CCN(c2ccc(NC(=O)c3ccc(Br)o3)cc2)CC1	1.1	-15	-4[fluorescence artefact?]	0	0.7	0.88	0.0	-4	17
O=C(c1ccc2nc3ccccc3c(=O)n2c1)N1CCN(Cc2ccc3c(c2)OCO3)CC1	-0.1	-9	5	-11	-6.7	2.3	-0.9	-7	i
CC(=O)NCCCC(=O)NC(CCC(=O)OCc1ccccc1)C(=O)OCc1ccccc1 (centres undefined)	22	-25	-2	-11	0.9	-2.3	0.6	23	20
CN(C)CCCNCCCNC(=O)/C(=N\O)c1ccccn1	0.1	-1	0	-15	-0.3	nt	1.1	-3	-1
Cn1nnc2c[n+](CC(=O)c3ccc(Cl)cc3)cc(Br)c21	-1.0	1	-2	-9	-19	-0.31	0.5	nt	-28
COc1ccccc1-n1c(SCC(=O)NC2CCCC2)nc2cccnc21	-0.2	0	-3	-15	-2.2	-0.59	-1.0	-2	-1
Cc1ccc(OCC(=O)NCc2ccccn2)c(Br)c1	-0.2	-6	-4	-13	-2.9	0.49	0.3	5	-30
CCOc1ccc(/C=N/NC(=O)C2(O)c3ccccc3-c3ccccc32)cc1	0.4	nt	4	0	1.7	0.66	0.2	nt	6
CC1Cc2ccccc2N1C(=O)C1CCN(S(=O)(=O)Cc2ccccc2)CC1 (centres undefined)	0.3	-11	0	-11	0.0	-3	-1.0	-5	2
Cc1ccc(OCCN2CCN(C(=O)CCC(=O)Nc3nnc(C(C)C)s3)CC2)cc1	0.6	-24	0	-12	-6.2	nt	-0.9	-2	-62
Cc1cccc(N(C(=O)CCC(=O)Nc2cc(C)on2)C(C(=O)NC2CCCC2)c2ccncc2)c1 (centres undefined)	-0.4	-8	2	0	0.1	0.36	1.7	3	19
O=C(c1nc2ccc(Cl)cn2c1CNCC[C@@H]1C[C@@H]2C=C[C@H]1C2)N1CCCCCCC1	-0.7	-1	-2	-23	3.2	0.26	-1.0	-10	23
O=C(NCc1ccc2c(c1)OCO2)c1ccc2snnc2c1	-1.5	15	9	-21	0.4	1.6	0.6	4	-14
COc1cc(-n2nc(C)c3c2OC(N)=C(C#N)C3c2ccccc2)c(Cl)c(Br)c1O (centres undefined)	0.8	-8	-23[fluorescence artefact?]	-4	-3.0	-2.6*	0.9	-7	-44
CNc1cc(CS(=O)c2ccccc2)nc(-c2ccccc2)n1 (centres undefined)	-0.1	-26	3	-10	-0.1	nt	0.9	-4	-15
CCC(C)C(=O)Nc1cc(C(=O)OC)ccc1C(=O)OC (centres undefined)	-0.6	-14	-5	14	0.1	nt	0.1	-3	-3
N#CCOc1ccc(C2=NO[C@@H]3[C@@H]4C[C@@H]([C@H]5C(=O)N(c6ccc7c(c6)OCO7)C(=O)[C@@H]45)[C@H]23)cc1	-0.6	1	4	2	3.0	0.64	0.8	4	-33
C=CCN(CC=C)c1nc2ccccc2nc1C(C#N)C(=O)OC(C)C (centres undefined)	-0.5	-9	3	-6	-1.2	-2	-0.5	-10	-110
NC(=O)CCC(NS(=O)(=O)c1ccc(Cl)cc1)C(=O)NCc1ccc(Cl)cc1 (centres undefined)	0.9	-15	4[fluorescence artefact?]	3	2.2	-0.1	0.2	-5	27
S=C(Nc1cccc(Cl)c1)Nc1ccccc1Oc1ccccc1	0.9	-3	5	7	-5.4	5.4*	0.1	-9	19
CCOC(=O)/C(C#N)=C\c1ccc(N2CCN(C/C=C/c3ccccc3)CC2)cc1	0.6	-6	5[fluorescence artefact?]	131*	3.3	i	-0.6	-16	15
CS(=O)(=O)N(CC(=O)NCc1ccco1)c1ccc(Cl)c(C(F)(F)F)c1	0.3	-16	-3	-25	-0.3	nt	-0.2	-1	-14
COC(=O)C(C)Sc1nc2c(c(=O)n(C)c(=O)n2C)n1CCC(C)C (centres undefined)	nt	-10	1	-12	0.6	-2.9	-0.6	nt	3
CCOc1ccccc1/C=N/NC(=O)Cc1csc(Nc2cccc(C(F)(F)F)c2)n1	0.3	-2	3	-9	1.0	-0.048	0.4	7	-91
CCC(=O)Nc1ccc(C(=O)NNC(=O)c2ccccc2)cc1	2.5	6	-3	-11	0.4	-0.12	0.6	3	-33
O=C(CC1NCCNC1=O)NC1Cc2ccccc2C1 (centres undefined)	0.5	-10	-6	-8	1.2	1	0.0	7	4
CCCCCCOc1ccc(N2C(=O)CC(N(CCc3ccc(S(N)(=O)=O)cc3)C(C)=O)C2=O)cc1 (centres undefined)	0.0	nt	3	1	-0.6	-0.27	1.9	nt	17
O=c1c2ccccc2c(-c2ccccc2)nn1-c1cc(Cl)cc(Cl)c1	0.6	-5	3	-12	0.2	-0.77	0.4	25	2
Nn1cc(-c2ccccc2)nc1SCC(=O)NCC1CCCO1 (centres undefined)	1.6	5	-1	-7	0.6	1.6	1.0	9	11
O=C(O)c1ccc2cccc(O)c2n1	1.0	-4	3	-18	4.8	nt	1.3	14	-2
COC(=O)c1nc(N)sc1-c1ccccc1	-0.2	8	3	5	-3.1	-2.2	-0.4	76*	-91
COc1cccc(NC(=O)Nc2cnccn2)c1	2.8	-14	2	-7	0.3	-0.3	1.2	nt	-20
CCOC(=O)CCC(NC(=O)CCCCCCCC(=O)NC(CCC(=O)OCC)C(=O)OCC)C(=O)OCC (centres undefined)	0.8	-6	1	-6	1.3	0.29	0.0	nt	4
C(=N\Nc1nc(-c2ccccc2)cs1)/c1cccnc1	4.9	7	5[fluorescence artefact?]	7	-8.4	-3.6*	-0.2	-10	24
CC(C)CCNC(=O)CCNS(=O)(=O)c1ccc(Cl)cc1	0.6	-2	4	1	-0.1	-0.17	0.2	-5	-5
N#Cc1c(N)nc(SCC(=O)NCc2ccc3c(c2)OCO3)c(C#N)c1-c1cccs1	0.1	-17	-3	-8	0.4	1.1	-0.5	-2	-43
CCOC(=O)N1CCC(N2CCN(C3CCCC3)C(CCO)C2)CC1 (centres undefined)	-1.6	-4	2	-9	0.1	nt	0.2	nt	-22
O=C(Cn1nnc2ccccc21)N/N=C/c1ccco1	0.3	-11	0	-13	0.0	0.32	0.7	3	-3
Cc1ccc(NC(=O)c2cncc(Br)c2)c([N+](=O)[O-])c1	0.2	2	9	-9	0.3	0.79	0.6	2	0
c1ccc(N2CCN(Cc3cnc(N4CCOCC4)s3)CC2)cc1	0.7	-2	1	-8	-0.3	1.5	0.9	2	-15
Cc1ccc(S(=O)(=O)N2CCCCC2)cc1NC(=O)C1CC(=O)N(Cc2ccccc2)C1 (centres undefined)	-0.3	-3	3[fluorescence artefact?]	-6	0.8	0.37	0.1	-4	-18
O=C1C2C3CCCC3=C3CCCC3C2C(=O)N1c1ccc(Cl)cc1 (centres undefined)	1.2	nt	nt	nt	-3.6	0.21	0.3	1	nt
CN1C(=O)C2(OCC(COc3ccc(Cl)cc3)O2)c2ccccc21 (centres undefined)	-0.2	17	-3	-18	-3.3	0.5	-1.2	-5	-14
O=C(C1CCCCN1S(=O)(=O)c1ccc(F)cc1)N1CCN(c2ccccc2F)CC1 (centres undefined)	0.0	-7	-9	-19	-0.7	-0.069	0.3	2	2
O=S1(=O)CC/C(=N\O)c2ccccc21	-0.4	2	-1	-16	-1.1	-1	2.0	-4	-19
O=C(O)C1CC=CCC1C(=O)Nc1ccc(S(=O)(=O)N2CCCc3ccccc32)cc1 (centres undefined)	0.1	7	5	-7	-0.4	-0.78	1.1	-7	-40
Fc1ccc(Nc2nc(N/N=C/c3ccco3)nc(N3CCCCC3)n2)cc1	1.3	-15	1	-15	-0.7	-0.0088	0.5	-2	-58
CCOC(=O)c1cc2sccc2n1CC(=O)Nc1ccc(OC)cc1	-0.2	-16	-4	-26	-1.4	1.6	0.4	3	-7
CCOCCCN(Cc1ccco1)C(=O)c1cc2c(=O)[nH]c3ccc(C)cc3c2s1	-1.3	-11	2	-16	-4.4	nt	-1.9	-6	-109
COc1ccccc1NC(=O)c1ccc(N)cc1	2.1	-15	-3	-12	-0.2	-0.04	0.9	3	-21
Cc1c(N=Cc2cccnc2)c(=O)n(-c2ccccc2)n1C	0.1	7	4[fluorescence artefact?]	-13	-3.1	0.92	0.7	-2	-16
C/C(CC(=O)Nc1cccc(F)c1)=N\NC(=O)C(=O)NC1CCCCC1	-0.2	9	2	-14	0.3	0.16	0.7	1	-7
COc1cnn(C(C)(C)C)c(=O)c1Cl	-0.1	-18	-7[fluorescence artefact?]	-6	-2.3	nt	2.2	-6	0
C/C(=N/NC(=O)c1ccccn1)c1c[nH]c2ccccc12	1.2	-18	1	-7	-3.8	1.5	1.1	nt	7

3 of the entries above in order of the KCC2 mod value, low to high:
mol | MDM2 E3 inh | eIF4E 4G PPI | EBV gp42 inh | KCC2 mod | PERK inhibitor | m-calpain inh
COC(=O)c1nc(N)sc1-c1ccccc1 | 8 | 3 | 5 | -2.2 | -0.4 | -91
CCCCCCOc1ccc(N2C(=O)CC(N(CCc3ccc(S(N)(=O)=O)cc3)C(C)=O)C2=O)cc1 (centres undefined) | nt | 3 | 1 | -0.27 | 1.9 | 17
NC(=O)CCC(NS(=O)(=O)c1ccc(Cl)cc1)C(=O)NCc1ccc(Cl)cc1 (centres undefined) | -15 | 4[fluorescence artefact?] | 3 | -0.1 | 0.2 | 27

Going on with the list.
SMILES	L929 necroptosis	MDM2 E3 inh	eIF4E 4G PPI	EBV gp42 inh	TNF necrop inh	KCC2 mod	PERK inhibitor	Rad51 HR inh	m-calpain inh
COc1ccc(-c2cc(C(F)(F)F)c(C#N)c(=O)[nH]2)cc1	1.5	-13	-1	-18	-0.3	-2.7	0.5	23	-312
CCOc1ccc(CNC(=S)N/N=C\c2ccc([N+](=O)[O-])cc2)cc1	0.0	-10	-5	-1	-8.7	nt	1.3	21	12
COc1ccc(S(=O)(=O)NCCc2nnc3ccc(SCC(=O)Nc4cc(C)on4)nn23)cc1	3.5	-26	0	3	0.6	-0.0068	0.5	10	-27
CN(C)CCCNS(=O)(=O)c1cc(Cl)c(Cl)cc1Cl	0.2	-5	4	-12	4.2	-0.046	0.9	-4	-14
